V-ATPase pH: alters yeast V-ATPase proton transport; S. cerevisiae, pHLuorin cytosolic pH fluorescence; response, % at 10 µM; 350,000 tested, 0.37% active; AID 504577; in the data active means response mostly above about 7.3%, no sharp cut-off; inactive means mostly below about 5.4%; further: actives read high; inactives centre near 0; some compounds called inactive have numbers as strong as hits; reference of the scale not given here
MOR-DOR inv ag: inverse agonists of human mu-delta opioid receptor heterodimerization; 340,000 tested, 0.21% active; P35372+P41143; inhibition, % at 9.3 µM; cell-based MOR-DOR heterodimer luminescence, inverse agonism; AID 504357; in the data active means inhibition above about 22%, passing the limit was not always enough;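 further: 0% = cells with DMSO and 100% = wells without cells with DMSO; values of inactives mirror those of a sister screen read the other way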
cardiac RTF act: cardiac RTF calcium sensitization. P19429+P45379. 340,000 tested, 0.24% active. activation, % at 7.2 µM. IANBD-labeled TnC RTF fluorescence at EC20 calcium; 0% EC20 calcium, 100% full calcium;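 active means activation above the mean over all tested compounds plus 3 SD, cut at about 30% in these data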;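 further: rise in fluorescence read as greater calcium sensitivity of cardiac thin filaments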
C-LANA FP: inhibitors of KSHV LANA C-terminal domain DNA binding | 340,000 tested, 0.078% active | MBP-C-LANA/FAM-LBS DNA binding, fluorescence polarization | inhibition, % at 9 µM;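 active means highest replicate inhibition at or above 60% at 9 µM, even if other replicates fall short; inactive means all replicates below 60% inhibition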;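 further: 0% = neutral control wells and 100% = 4 µM acridine orange control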
HTR5A inv ag: counter-screen for OPRM1-OPRD1 inverse agonists: human HTR5A inverse agonism; inhibition, % at 9.3 µM; HTR5A cell line, luminescence; P47898; 340,000 tested, 0.083% active; in the data active means inhibition mostly above about 23%, no sharp cut-off; inactive means mostly below about 18%;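 further: 0% = cells with DMSO and 100% = no-cell wells with DMSO; some compounds called inactive have numbers as strong as hits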
Target sequence (P47898 whole entry, looked up): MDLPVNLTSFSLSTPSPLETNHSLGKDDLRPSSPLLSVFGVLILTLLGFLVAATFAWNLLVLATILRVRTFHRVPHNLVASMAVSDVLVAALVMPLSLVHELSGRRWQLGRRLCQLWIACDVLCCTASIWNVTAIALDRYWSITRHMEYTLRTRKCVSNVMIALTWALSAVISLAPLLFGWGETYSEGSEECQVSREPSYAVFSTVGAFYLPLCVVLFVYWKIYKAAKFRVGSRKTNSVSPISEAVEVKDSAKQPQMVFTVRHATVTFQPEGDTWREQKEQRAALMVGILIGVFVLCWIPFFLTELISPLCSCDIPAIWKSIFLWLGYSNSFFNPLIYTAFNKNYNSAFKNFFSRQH
RTF Ca sens inh: cardiac RTF calcium desensitization | P19429+P45379 | IANBD-labeled cardiac RTF, Ca2+ fluorescence | inhibition, % at 7.15 µM | 340,000 tested, 0.12% active | AID 493244;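 active means inhibition above the mean inhibition of all tested compounds plus 3 SD, cut at about 17% in these data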;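 further: assay run at fixed EC70 calcium of 1.6 mM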
HTR5A ag: HTR5A agonism, opioid heterodimer counter-screen; activation, % at 9.3 µM; HTR5A agonist assay, luminescence, cell-based; P47898; AID 504692; 340,000 tested, 0.61% active; in the data active means activation mostly above about 9.5%, no sharp cut-off; inactive means mostly below about 7.6%;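 further: 0% = cells with vehicle only and 100% = reference agonist; strong numbers were not always called active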
Keap1 Nrf2 FP: Keap1-Nrf2 (human) interaction inhibition; Q14145; Keap1 Kelch-Nrf2 peptide fluorescence polarization, 1536-well; inhibition, % at 9.4 µM; 340,000 tested, 0.15% active; in the data active means inhibition above about 12%;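 further: human Keap1 Kelch domain with fluorescein labeled Nrf2 9mer peptide probe; 0% = neutral control wells and 100% = peptide positive control; higher means more block of Keap1 binding to Nrf2 peptide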
Target sequence (Q14145 whole entry, looked up, the tested form may be a part): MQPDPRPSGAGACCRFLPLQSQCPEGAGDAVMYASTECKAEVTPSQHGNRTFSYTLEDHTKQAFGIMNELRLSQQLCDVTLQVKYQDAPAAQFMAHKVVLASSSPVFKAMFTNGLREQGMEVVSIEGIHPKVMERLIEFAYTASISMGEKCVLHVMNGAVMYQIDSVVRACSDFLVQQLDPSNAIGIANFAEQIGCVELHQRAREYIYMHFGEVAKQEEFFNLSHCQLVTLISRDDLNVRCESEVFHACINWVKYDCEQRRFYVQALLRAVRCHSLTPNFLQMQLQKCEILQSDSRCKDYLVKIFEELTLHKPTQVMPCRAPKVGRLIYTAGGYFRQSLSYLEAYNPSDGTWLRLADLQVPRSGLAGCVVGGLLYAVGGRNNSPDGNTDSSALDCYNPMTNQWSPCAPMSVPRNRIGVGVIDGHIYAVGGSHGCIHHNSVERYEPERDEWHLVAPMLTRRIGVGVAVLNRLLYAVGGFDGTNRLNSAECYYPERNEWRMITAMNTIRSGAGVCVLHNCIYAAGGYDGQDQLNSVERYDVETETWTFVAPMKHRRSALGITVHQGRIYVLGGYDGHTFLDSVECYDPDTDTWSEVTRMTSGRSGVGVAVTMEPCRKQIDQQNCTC
CAL PDZ FP: inhibitors of human CAL PDZ peptide binding. Q9HD26. purified CAL PDZ, TMR-peptide fluorescence polarization, 1 h. 300,000 tested, 0.92% active. inhibition, % at 24.9 µM;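 active means mean inhibition of at least 30% with at least half of replicates also reaching 30%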;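 further: 0% = DMSO neutral control and 100% = excess unlabeled competitor peptide PRC23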
MOR-DOR ag: OPRM1-OPRD1 heterodimerization agonism; P35372+P41143; cells, luminescence; activation, % at 9.3 µM; 340,000 tested, 0.3% active; AID 504326; in the data active means activation above about 18%;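 further: 0% = vehicle-treated cells and 100% = reference agonist; values of inactives mirror those of a sister screen read the other way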
* marks the source's active call; other numbers are inactive results; x = not tested or not shown.

SMILES | V-ATPase pH | MOR-DOR inv ag | cardiac RTF act | C-LANA FP | HTR5A inv ag | RTF Ca sens inh | HTR5A ag | Keap1 Nrf2 FP | CAL PDZ FP | MOR-DOR ag
O=C(CC1Sc2ccccc2NC1=O)NNc1ccc(Cl)cc1Cl (configuration not stated) | -2 | 11 | -2 | -0.2 | -4 | -8 | 1 | 1 | -1 | -2.1
CN1CCC[C@H]1CCNC(=O)c1c(-c2ccsc2)sc2ccccc12 | 5 | 4 | -2 | 3.1 | -5 | -10 | -5 | -2 | 0 | -0.6
CCCOc1ccc(N2C(=O)C3ON(c4ccccc4)C(c4ccc(O)c(OC)c4)C3C2=O)cc1 (configuration not stated) | -82 | -5 | 3 | 1.3 | 16 | 0 | 2 | -3 | -1 | 0.9
CC(C)CN(C(=O)CN(C)C(=O)Cc1ccccc1Cl)c1c(N)n(CC(C)C)c(=O)[nH]c1=O | -2 | 9 | -6 | -0.4 | 6 | -7 | 0 | -3 | -8 | -1.7
COc1ccc(OC)c(-n2c(SCC(N)=O)nnc2-c2c[nH]c3ccccc23)c1 | 0 | 12 | 3 | 0.9 | -17 | -8 | 6 | 2 | x | -2.1
CC1Cn2c(nc3sc4c(c3c2=O)CC(C)(C)OC4)N1CCO (configuration not stated) | 0 | 9 | -6 | 1.7 | 7 | -2 | -2 | 2 | -6 | -1.9
COc1ccc(NC(=O)C/C(C)=N/NC(=O)CCc2ccccc2)c(OC)c1 | 2 | -11 | -8 | -5.9 | 5 | -2 | -2 | -4 | -1 | 1.4
CCOC(=O)c1c(C)c(C(=O)NCCCN2CCCC2=O)c(C)n1CC | -2 | 16 | -4 | 0.8 | -13 | -9 | 0 | 1 | -3 | -3.0
CN(c1cccc(NC(=O)CSc2ccc(Cl)cc2)c1)S(C)(=O)=O | 0 | -19 | 3 | 0.1 | -8 | -1 | 2 | 3 | x | 3.6
Cc1ccc(CSc2nnc(-c3ccccc3N)c(=O)[nH]2)cc1 | 1 | 8 | -1 | 0.5 | 15 | -4 | 5 | 5 | x | -1.5
CC(=O)/C(N=Nc1ccc(OC(F)(F)F)cc1)=C(\C)O | 6 | 0 | -2 | 1.6 | -9 | -13 | 0 | 1 | -5 | 0.1
COc1cccc(NC(=O)NNC(=O)CN2C(=O)COc3ccccc32)c1 | 0 | 5 | -5 | 0.5 | -62 | -22 | 4 | 3 | 0 | -0.9
COc1ccccc1C(=O)C(=O)c1ccccc1OC | 0 | 10 | 0 | 1.8 | 2 | -4 | -1 | -1 | x | -1.8
CCSc1nnc(NC(=O)CSc2c(Cl)cccc2Cl)s1 | 0 | -9 | 3 | 0.7 | -18 | -6 | -1 | -6 | -3 | 1.5
COc1ccc(CC(=O)NNS(=O)(=O)c2cccc([N+](=O)[O-])c2)cc1OC | 1 | 1 | 1 | 0.6 | 11 | -10 | -5 | -2 | x | -0.2
Cc1ccc(S(=O)(=O)N/N=C(\c2ccccc2)C2CC2)cc1 | -1 | -3 | 7 | -1.4 | -8 | -4 | 1 | -2 | 2 | 0.4
CCN(CC)C(=O)C(Cc1ccccc1)N1C(=O)c2ccccc2C1=O (configuration not stated) | -3 | 14 | -5 | -2.4 | -16 | -6 | -3 | 2 | x | -3.4
COc1cccc(OC)c1Oc1ccc(C(F)(F)F)cn1 | -1 | 21 | -2 | 1.7 | 15 | -5 | 5 | 0 | -2 | -4.5
O=S(=O)(Cc1ccccc1)c1cnc2ccccc2n1 | -5 | 12 | -1 | -2.6 | 14 | -7 | -3 | -3 | -1 | -2.1
Cc1c(NC(=O)CSc2nnnn2-c2ccc(O)cc2)c(=O)n(-c2ccccc2)n1C | 0 | 18 | -2 | -0.8 | 12 | -1 | -5 | 4 | 9 | -3.4
Cc1ccc(Nc2nc(C(=O)NCC3CCCO3)cs2)cc1 (configuration not stated) | 2 | 11 | -3 | -0.7 | -24 | -2 | 3 | -3 | -1 | -2.1
COc1ccccc1N1CCN(C(=O)C(=O)c2cn(CC(=O)N3CCOCC3)c3ccccc23)CC1 | -5 | 11 | 4 | 5.5 | -23 | 5 | 2 | -1 | -1 | -2.2
COC(=O)c1cc(Nc2cc(C)c3c(O)cccc3n2)cc(C(=O)OC)c1 | 0 | -8 | 0 | -1.4 | -8 | -9 | 2 | -2 | 0 | 1.6
COc1ccc(-c2ccc(-c3nnn(CC(=O)N4CCOCC4)n3)cc2)cc1 | 1 | 10 | -3 | -0.3 | 11 | -4 | -2 | 1 | 6 | -2.0
Cc1ccc(-c2noc(CN(C)C(=O)c3ccc(Br)o3)n2)cc1 | -4 | -7 | -8 | 0.9 | 9 | -2 | -4 | -2 | -5 | 1.4
Later entries
SMILES | V-ATPase pH | MOR-DOR inv ag | cardiac RTF act | C-LANA FP | HTR5A inv ag | RTF Ca sens inh | HTR5A ag | Keap1 Nrf2 FP | CAL PDZ FP | MOR-DOR ag
COc1cc(CN2CCCC(C(=O)Nc3ccccc3Oc3cccnc3)C2)ccc1F (configuration not stated) | 0 | 12 | -1 | -0.5 | -2 | 3 | -2 | 2 | -5 | -2.2
CCOC(=O)Cc1c(C)nc2c(-c3ccc(Cl)cc3)c(C)nn2c1C | 2 | -9 | -2 | 2.1 | 6 | -13 | 0 | 0 | 1 | 1.3
O=C(O)CSCC(=O)N1CCN(Cc2ccc3c(c2)OCO3)CC1 | 0 | 10 | 0 | -1.5 | 8 | -9 | -2 | 0 | 12 | -2.2
C=CCn1c(-c2csc3ccccc23)n[nH]c1=S | 2 | 14 | -3 | 0.1 | -20 | 0 | -1 | 1 | x | -2.7
Cc1ccc(CNC(=O)CCn2cc(-c3ccc(F)cc3)nc2-c2ccncc2)cc1 | -1 | 11 | -2 | 0.2 | -16 | 9 | -3 | -8 | -1 | -2.0
COc1ccc(NS(=O)(=O)c2c(C)n(C)c(=O)n(C)c2=O)cc1OC | -3 | 7 | 2 | 0.4 | 6 | -8 | -1 | 5 | -2 | -1.2
CCOC(=O)C1=C(c2ccccc2)N=c2s/c(=C\c3cccc(O)c3)c(=O)n2C1c1cccs1 (configuration not stated) | 4 | -15 | 4 | -0.5 | 14 | -6 | -6 | -5 | -5 | 2.4
O=S(=O)(Cc1ccc(Cl)cc1)c1ccccc1-c1nnc(-c2ccc(Cl)cc2)o1 | -4 | 7 | -2 | 1.5 | 20 | 2 | -8 | 6 | 4 | -1.5
COC(=O)c1ccncc1C(=O)Nc1ccc(Oc2ncc(C(F)(F)F)cc2Cl)cc1 | 0 | 1 | -3 | -1.1 | 7 | 2 | -2 | 3 | -15 | -0.2
CCN(CC)S(=O)(=O)c1cc(NC(=O)CCn2[nH]c(=O)ccc2=O)ccc1C | 1 | 5 | -2 | -0.8 | -18 | 3 | 7 | -3 | 5 | -1.4
COc1ccc(OC)c(NC(=O)CSc2nnc(NC(=O)c3ccco3)s2)c1 | 0 | -9 | -5 | 0.4 | -10 | -3 | 3 | 0 | -2 | 1.6
CC(=O)Nc1ccc(S(=O)(=O)N2CCN(CC3CC4C=CC3C4)CC2)cc1 (configuration not stated) | -1 | -12 | 4 | 0.0 | 14 | -8 | 2 | -3 | x | 2.3
O=C(CN1C(=O)C2C3CC(C(Br)C3Br)C2C1=O)Nc1ccc(C(=O)O)cc1 (configuration not stated) | 0 | 14 | -7 | 0.7 | -5 | 8 | 2 | -2 | 0 | -2.8
CCOCCCNC(=O)C1CCN(Cc2cccc(OCc3ccccc3)c2)CC1 | 1 | 6 | -1 | 3.2 | 4 | -5 | -1 | -5 | -1 | -1.4
O=C1NC2(CCCCC2)C(=O)N1/N=C/c1ccc(O)cc1O | 0 | 2 | 4 | -0.4 | -9 | -6 | -2 | -7 | -2 | -0.3
CC(C)(C)c1nnc(NC(=O)C2c3ccccc3Oc3ccccc32)s1 | 2 | -37 | 5 | -1.2 | 20 | -4 | 1 | -2 | 7 | 7.1
CC(=O)Nc1sc2c(c1C(c1ccc(F)cc1)N1CCOCC1)CCCC2 (configuration not stated) | -2 | -8 | 7 | -0.7 | -19 | 3 | 2 | -3 | -4 | 1.4
COc1cccc(-c2c(C(=O)N/N=C/c3cccnc3)nnn2-c2nonc2N)c1 | 2 | 10 | -5 | -0.4 | 5 | -1 | -1 | -1 | -4 | -1.9
O=C(O)c1cccnc1Nc1ccc(Cl)cc1 | -3 | 14 | 0 | 1.2 | -7 | 1 | 2 | -1 | -3 | -2.7
CC(=O)Nc1cc(-c2nn(C)c(=O)c3ccccc23)ccc1N1CCOCC1 | -5 | 10 | 6 | -2.7 | 1 | -2 | -1 | -1 | -5 | -2.0
CCOc1ccc(/C=N/NC(=O)C2(O)c3ccccc3-c3ccccc32)cc1 | 6 | 5 | -3 | -0.2 | -1 | 2 | 0 | -2 | x | -1.0
O=C(N/N=C/c1ccc[nH]1)c1cc2ccccc2cc1O | -2 | 13 | -4 | -0.6 | -4 | -4 | 2 | -5 | -5 | -2.4
COc1ccc(N2CC(C)Cn3c2nc2c3c(=O)n(CCc3ccccc3)c(=O)n2C)cc1 (configuration not stated) | 4 | 4 | -7 | 12 | 4 | -4 | -1 | -2 | x | -0.8
Cc1ccc(NC(=O)c2cccc(S(=O)(=O)N3CCN(c4ccccc4)CC3)c2)nc1 | -1 | -13 | -16 | 1.8 | 8 | 1 | -3 | -4 | -7 | 2.0
CCn1c(-c2nonc2NC(=O)c2ccccc2)nc2ccccc21 | 1 | 1 | -4 | 0.6 | -10 | -4 | -1 | -1 | x | -0.1
Carrying on.
SMILES | V-ATPase pH | MOR-DOR inv ag | cardiac RTF act | C-LANA FP | HTR5A inv ag | RTF Ca sens inh | HTR5A ag | Keap1 Nrf2 FP | CAL PDZ FP | MOR-DOR ag
O=C(O)c1ccc(N2CCCCC2)cc1 | -1 | 3 | 6 | -2.3 | -15 | -8 | 6 | -6 | -3 | -0.6
CC1=CC(c2ccc(Cl)cc2)n2nc(NC(=O)c3ccccc3)nc2N1 (configuration not stated) | -3 | 5 | 3 | 0.4 | -1 | -6 | -1 | -2 | -2 | -1.0
Clc1cc(NC2CCCCC2)ncn1 | 1 | 3 | -6 | -2.3 | -6 | -6 | 2 | 1 | -5 | -0.6
O=C(NCCCN1CCCCCC1)c1cc2c(=O)oc3ccccc3c2s1 | 5 | 0 | -3 | -2.5 | 3 | -8 | -6 | -9 | -2 | 0.0
CC1CCN(CC(=O)c2c[nH]c3ccccc23)CC1 | -6 | 5 | 2 | -2.1 | 15 | -8 | -4 | -6 | -4 | -0.8
CCOC(=O)/C(C#N)=C/NC(=O)NC(C)(C)C | 0 | 10 | 0 | -0.5 | 4 | 0 | 5 | -3 | -4 | -1.8
Cc1ccc(OCc2cc(C(=O)N(C)Cc3nccn3C)no2)cc1C | -4 | -12 | 2 | 1.2 | 13 | -4 | -2 | 3 | -2 | 2.4
Cn1ncc(Cl)c1C(=O)N1CCN(C23CC4CC(CC(C4)C2)C3)CC1 | 6 | 3 | -3 | 0.0 | 0 | -1 | 2 | -2 | -4 | -0.6
CN1CCC(N(C)S(=O)(=O)c2ccc(Cl)cc2)CC1 | -3 | -4 | 5 | -2.1 | 5 | -4 | -1 | -10 | -5 | 0.9

Compounds as they come; overall some 2.8% were active at least once.
